# Compound activity: PubChem BioAssay, several laboratories
# V-ATPase pH: regulators of yeast V-ATPase proton pumping, primary screen, pHLuorin cytosolic pH fluorescence; S. cerevisiae; response, % at 10 µM; actives 0.37% (n = 350,000); AID 504577, 2011; in the data active = response mostly above about 7.3%, no sharp cut-off; inactive = mostly below about 5.4%; also: actives read high; inactives centre near 0; some compounds called inactive have numbers as strong as hits; reference of the scale not given here
# MITF act: activators of MITF-driven TRPM1 promoter reporter, primary screen, cell-based, SK-MEL-5, luciferase, single point; SK-MEL-5 TRPM1-promoter luciferase, 24 h; % of positive control, neutral wells = 0; activation, % at 12.5 µM; actives 0.75% (n = 300,000);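 active = mean activation of at least 80% with every replicate also reaching 80%; inconclusive = mean reaches 80% but some replicate falls short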;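 also: 0% = neutral control wells and 100% = parthenolide positive control wells; values of inactives mirror those of a sister screen read the other way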
# CDK5 inh: inhibitors of human CDK5/p35 kinase, primary screen, biochemical, single concentration | Cyclin-dependent kinase 5 (Homo sapiens) + Cyclin-dependent kinase 5 activator 1 (Homo … | Recombinant CDK5/p35, ADP-Glo luminescence, 60 min | inhibition, % at 10 µM | actives 0.01% (n = 330,000);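 active = highest replicate inhibition of at least 50% and at least 75% of replicates reaching 50%; inconclusive = only one of the two criteria met; inactive = both criteria failed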;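 also: plate controls were DMSO neutral control for no effect and GW8510 at 10 µM for full effect; many of its hits are not listed in these tables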
# HTR5A ag: HTR5A agonists in luminescence cell assay, primary screen, counter-screen for OPRM1-OPRD1 heterodimer agonist project, full-deck HTS. actives 0.61% (n = 340,000). activation, % at 9.3 µM. 5-hydroxytryptamine receptor 5A (Homo sapiens), P47898. cell-based; in the data active = activation mostly above about 9.5%, no sharp cut-off; inactive = mostly below about 7.6%;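 also: 0% = cells with vehicle only and 100% = reference agonist; strong numbers were not always called active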
# Target sequence (P47898 whole entry, looked up): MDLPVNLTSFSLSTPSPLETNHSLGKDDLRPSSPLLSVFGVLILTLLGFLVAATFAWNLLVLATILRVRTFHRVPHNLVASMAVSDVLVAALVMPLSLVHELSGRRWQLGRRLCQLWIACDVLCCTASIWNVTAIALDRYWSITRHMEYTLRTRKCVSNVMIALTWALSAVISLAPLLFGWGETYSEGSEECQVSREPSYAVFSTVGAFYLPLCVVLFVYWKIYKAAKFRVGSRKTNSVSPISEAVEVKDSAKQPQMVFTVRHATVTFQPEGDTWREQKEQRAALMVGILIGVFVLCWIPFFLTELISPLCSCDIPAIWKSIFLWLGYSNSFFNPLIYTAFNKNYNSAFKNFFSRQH
# PvdQ inh: P. aeruginosa PvdQ acylase inhibitors, primary screen, biochemical, fluorescence, plate reader and imaging, single point. inhibition, % at 10 µM. purified PvdQ acylase. actives 0.063% (n = 340,000). PvdQ acylase [Pseudomonas aeruginosa LESB58]. AID 488965, 2010; in the data active = inhibition above about 30%, passing the limit was not always enough; inconclusive = no clear call, values can overlap the other calls;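 also: 0% = vehicle neutral wells and 100% = reference inhibitor wells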
# SR-BI DiI inh: inhibitors of SR-BI mediated HDL lipid uptake, primary screen, ldlA[mSR-BI] cells, fluorescence, single point. AID 488896, 2010. ldlA[mSR-BI] CHO cells, DiI-HDL uptake fluorescence, 3 h. Scavenger receptor class B member 1 (Mus musculus), Q61009. inhibition, % at 12.5 µM. actives 0.96% (n = 320,000);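 active = mean replicate inhibition of at least 70% and a set share of replicates each scoring 70 or more; inconclusive = meets just one of the two criteria; inactive = fails both criteria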;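 also: 0% = median of neutral control wells and 100% = median of positive control wells; values of inactives mirror those of a sister screen read the other way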
# Target sequence (Q61009 whole entry, looked up): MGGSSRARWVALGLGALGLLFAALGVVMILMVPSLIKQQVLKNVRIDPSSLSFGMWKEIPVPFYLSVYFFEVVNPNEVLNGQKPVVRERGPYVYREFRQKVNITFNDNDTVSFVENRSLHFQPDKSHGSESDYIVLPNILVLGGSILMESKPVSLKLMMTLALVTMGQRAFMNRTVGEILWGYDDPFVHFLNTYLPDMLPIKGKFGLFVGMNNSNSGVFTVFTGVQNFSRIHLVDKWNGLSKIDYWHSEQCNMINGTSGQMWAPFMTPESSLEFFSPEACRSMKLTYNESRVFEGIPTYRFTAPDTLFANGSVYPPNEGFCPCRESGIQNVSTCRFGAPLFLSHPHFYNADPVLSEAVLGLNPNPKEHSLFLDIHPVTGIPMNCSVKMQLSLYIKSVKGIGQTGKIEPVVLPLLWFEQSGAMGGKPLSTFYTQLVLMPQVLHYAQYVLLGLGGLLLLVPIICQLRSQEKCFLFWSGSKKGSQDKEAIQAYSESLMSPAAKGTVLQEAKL
# HTR5A inv ctr: HTR5A inverse agonists in luminescence cell assay, primary screen, counter-screen for OPRM1-OPRD1 heterodimer inverse agonist project, full-deck HTS; inhibition, % at 9.3 µM; 5-hydroxytryptamine receptor 5A (Homo sapiens), P47898; HTR5A cell line, inverse agonism; actives 0.083% (n = 340,000); in the data active = inhibition mostly above about 23%, no sharp cut-off; inactive = mostly below about 18%;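 also: 0% = cells with DMSO and 100% = no-cell wells with DMSO; some compounds called inactive have numbers as strong as hits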
# Wnt act: Wnt/beta-catenin pathway activators, primary screen, cell-based, plate reader, single point. Wnt/beta-catenin reporter cell assay, activator. activation, % at 9.35 µM. actives 1.2% (n = 300,000). AID 743398, 2014; in the data active = activation above about 30%, passing the limit was not always enough; inconclusive = no clear call, values can overlap the other calls;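 also: 0% = neutral control wells and 100% = positive control wells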
# NSD2 HMT inh: NSD2 histone methyltransferase inhibitors, primary screen, biochemical, AlphaScreen, single concentration, set 2. actives 0.54% (n = 310,000). Histone-lysine N-methyltransferase NSD2 (Homo sapiens), O96028. inhibition, % at 12.5 µM. NSD2 peptide methylation, 120 min. AID 743445, 2014; in the data active = inhibition above about 50%
# dFosB activator: activators of delta FosB homodimer, primary screen, biochemical, fluorescence polarization, TAMRA-CDK5 oligo, single point; Protein FosB (Mus musculus), P13346; purified delta FosB; percent of positive-control signal above neutral wells; activation, % at 25 µM; actives 0.99% (n = 340,000);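 active = mean activation above about 17%, with every replicate also reaching it, limit read from the data, passing the limit was not always enough; inconclusive = only one of the two conditions met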;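 also: fluorescence polarization rise as delta FosB binds a TAMRA Cdk5 AP-1 oligo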
# * marks the source's active call; other numbers are inactive results; ? = inconclusive; . = not tested or not shown. Random draw from the library, and some 5% of all compounds hit somewhere here.
no.	mol	V-ATPase pH	MITF act	CDK5 inh	HTR5A ag	PvdQ inh
1	CC(C)Nc1nc(-c2ccccc2)nnc1-c1ccccc1	-2	-15	1.0	-2	-16
2	Cc1ccc(C(=O)OCCc2sc[n+](Cc3ccccc3)c2C)cc1	47*	7	-0.5	3	-11
3	COc1ccc(COC(=O)CN2C(=O)NC3(CC(C)CC(C)(C)C3)C2=O)cc1F (stereo not given)	1	9	0.2	-1	7
4	CC(=O)Nc1nc(C)nc(-c2ccccc2OC(C)=O)n1	2	2	2.7	4	-13
5	COc1ccc(N(C)C(=S)Nc2ccc3nc(C)c(C)nc3c2)cc1	-2	3	0.1	1	0
6	COc1ccccc1C(=O)NNC(=O)c1ccc(NC(=O)CC(C)C)cc1	1	-18	-3.2	-2	-11
7	N=c1ccn(Cc2ccc([N+](=O)[O-])cc2)cc1	-2	.	0.8	-3	-18
8	CCn1c(=NC(=O)CCS(=O)(=O)c2ccccc2)sc2cccc(OC)c21	0	-7	1.5	0	-1

no.	SR-BI DiI inh	HTR5A inv ctr	Wnt act	NSD2 HMT inh	dFosB activator
1	43	-15	0	-2	-9
2	-5	7	0	-3	7
3	-10	3	-1	-2	-11
4	-29	9	1	-2	1
5	10	-3	-1	3	-10
6	22	9	-2	3	-3
7	.	8	19	10	-5
8	-1	3	-5	-9	-8

# Other entries.
no.	mol	V-ATPase pH	MITF act	CDK5 inh	HTR5A ag	PvdQ inh
9	CC(C)CC(=O)Nc1c2c(nn1-c1cccc(Cl)c1)CS(=O)C2 (stereo not given)	2	.	1.0	3	-16
10	O=C(NCCn1cc(SCC(=O)N2CCOCC2)c2ccccc21)c1c(F)cccc1F	-2	.	-0.8	-1	-9
11	C/C(CC(=O)Nc1ccc(N(C)C)cc1)=N\NC(=O)c1ccc(C(C)(C)C)cc1	-3	.	-2.7	6	-15
12	COc1cccc(-c2cc(C(F)(F)F)nc(-n3cccn3)n2)c1	-5	0	0.7	4	-14
13	OCCNCc1cc(Br)ccc1OCc1ccccc1	-2	6	0.9	-2	-1
14	CCOC(=O)C1=C2c3ccc4ccccc4c3CC(C)(C)N2C(=O)C1=O	0	-10	-4.3	4	-9
15	CCCCn1c(N)c(N(CCOC)C(=O)C2CC(=O)N(Cc3ccco3)C2)c(=O)[nH]c1=O (stereo not given)	-4	-8	0.6	1	-15
16	C[C@]1(C(=O)NCCN2CCOCC2)C=C[C@@H](Cc2ccccc2)N1C(=O)c1ccccc1	0	6	1.7	1	-8

no.	SR-BI DiI inh	HTR5A inv ctr	Wnt act	NSD2 HMT inh	dFosB activator
9	0	-13	1	-4	4
10	-13	-14	2	.	-2
11	20	-21	-1	0	-6
12	-16	-5	11	-7	-29
13	-51	-2	0	-2	-9
14	3	-11	-1	2	1
15	-54	-3	-3	0	2
16	-19	4	3	.	0

# (cont.)
no.	mol	V-ATPase pH	MITF act	CDK5 inh	HTR5A ag	PvdQ inh
17	COc1ccc(N2CCN(C(=O)C(=O)c3c(C)n(C)c4ccccc34)CC2)cc1	-2	4	-0.9	0	-7
18	O=C(O)c1ccc(NC2=C(n3nnc4ccccc43)C(=O)c3ccccc3C2=O)cc1	6	-13	0.6	4	11
19	Cc1c(C(=O)N2CCC[C@H]2CO)oc2c(F)cccc12	-1	.	1.3	2	9
20	c1ccc(-c2noc(-c3ccco3)n2)nc1	-2	23	0.7	2	-10
21	Cc1[nH]c(=O)c(C#N)c(C)c1Cl	2	.	1.6	-3	-11
22	Cc1ccc(C(=O)CCC(=O)Nc2cccc(C)c2)cc1	0	.	-4.9	-2	-13
23	C=CCN1C(=O)CSC1=Nc1ccc(NC(C)=O)cc1	-1	-9	1.0	4	-1
24	NS(=O)(=O)c1ccc(CNC(=O)c2cc(-c3cccnc3)nc3ccc(Br)cc23)cc1	-3	17	1.3	8	1

no.	SR-BI DiI inh	HTR5A inv ctr	Wnt act	NSD2 HMT inh	dFosB activator
17	-2	0	-1	13	-2
18	.	-13	6	.	-3
19	-12	-8	22	-1	-3
20	4	5	?	0	-6
21	-4	6	-1	0	8
22	-4	7	-1	-1	-1
23	-18	-14	0	0	11
24	23	-20	-3	-1	-9

# The listing continues.
no.	mol	V-ATPase pH	MITF act	CDK5 inh	HTR5A ag	PvdQ inh
25	CCOC(=O)N1CCN(C2CCCN(C(=O)c3cccc(N(C)C)c3)C2)CC1 (stereo not given)	-3	9	-1.6	4	-6
26	COc1ccc(C2C(C(=O)c3ccc(C)o3)=C(O)C(=O)N2CC2CCCO2)cc1OC (stereo not given)	-6	3	-2.6	5	-12
27	O=C1NC(=O)C2(CCCC2c2ccccc2)N1 (stereo not given)	-3	-10	0.3	-3	2
28	Cc1ccc(-n2cc(CNCCCn3cccn3)c(-c3cccc(C)c3)n2)cc1	-2	-79	-0.1	8	5
29	O=C(CSc1nnc(NC(=O)c2ccco2)s1)NC1CCCC1	4	.	-1.3	-3	8
30	CN(C)C(=O)c1nc2ccc(Cl)cn2c1CNCc1ccccc1OC(F)(F)F	0	0	2.3	4	-15
31	O=C(NCc1ccc2c(c1)OCO2)C1CCN(S(=O)(=O)N2CCOCC2)CC1	0	10	1.4	4	-8
32	c1ccc(-c2csc(CN3CCCCC3)n2)cc1	0	57	-0.8	-1	-15

no.	SR-BI DiI inh	HTR5A inv ctr	Wnt act	NSD2 HMT inh	dFosB activator
25	2	-28	1	1	-8
26	-19	-12	-3	0	5
27	-31	12	0	-5	-2
28	-1	19	6	1	-4
29	-20	-11	.	2	?
30	-9	25	-1	-1	-1
31	1	5	-5	-1	-5
32	12	5	12	1	4

# (continued)
no.	mol	V-ATPase pH	MITF act	CDK5 inh	HTR5A ag	PvdQ inh
33	C[C@H](CO)N1C[C@H](C)[C@@H](CN(C)C(=O)Nc2ccc(C(F)(F)F)cc2)Oc2c(NC(=O)Nc3ccc(C(F)(F)F)cc3)cccc2C1=O	1	5	-1.3	7	-18
34	CCOc1ccc(Nc2nc(NCC3CCCO3)c3ccccc3n2)cc1 (stereo not given)	0	-6	0.8	2	-5
35	Cn1cnc2cc(NC(=O)c3ccc(Cl)cc3)ccc21	-4	55	-2.3	3	-11
36	COCCN1Cc2cc3cc(C)ccc3nc2SC1=Nc1cccc(OC)c1	-1	8	-0.2	1	13
37	COc1ccc(C2=CC(=O)C[C@H](COCc3ccccc3)N(C(=O)OC(C)(C)C)O2)cc1	-2	2	7.0	7	6
38	CCOCCCNC(=O)c1ccc2c(c1)ncn2-c1cccc(C)c1	4	9	0.5	0	-14
39	CC(C)NC(=O)Cc1ccc(Br)cc1	6	0	-0.5	4	-17
40	COc1ccc(OCc2nn[nH]n2)cc1	-3	.	-0.1	2	-6

no.	SR-BI DiI inh	HTR5A inv ctr	Wnt act	NSD2 HMT inh	dFosB activator
33	-12	-23	-7	.	-8
34	10	-12	-2	28	?
35	-2	-9	19	.	-6
36	11	-2	-2	2	-7
37	10	-25	-3	.	0
38	29	2	1	0	-14
39	-28	15	3	0	8
40	-10	-7	9	-1	3

# Additional records follow.
no.	mol	V-ATPase pH	MITF act	CDK5 inh	HTR5A ag	PvdQ inh
41	O=C(c1ccccc1)N1CCC(c2nc3c(nnn3Cc3ccco3)c(=O)[nH]2)CC1	4	.	1.3	6	14
42	CC(C)NC(=O)c1ccccc1NC(=O)C1COc2ccccc2O1 (stereo not given)	1	7	1.7	-1	-11
43	CC(/C=N/NC(=O)Cc1cccs1)=C\c1ccccc1	1	124*	1.3	0	-6
44	CCCC(c1nnnn1C1CCCC1)N1CCN(c2ccccc2F)CC1 (stereo not given)	-3	.	-0.2	-2	-1
45	O=C(NCc1ccccc1C(F)(F)F)c1cccc2c1C(=O)c1ccc(N3CCOCC3)cc1S2(=O)=O	0	-3	-3.0	0	6
46	CCCOc1ccc(C(=O)N2CCN(c3ccc(NC(=O)CC)cc3Cl)CC2)cc1	3	-14	-0.7	-7	-6
47	O=C(NCc1ccccc1)Nc1cccn(Cc2ccccc2)c1=O	0	0	1.3	2	-1
48	CC(NC(=O)Cc1ccc(NS(=O)(=O)c2cccc(C(F)(F)F)c2)cc1)c1ccccn1 (stereo not given)	8	-7	-0.7	1	8

no.	SR-BI DiI inh	HTR5A inv ctr	Wnt act	NSD2 HMT inh	dFosB activator
41	-13	-19	-4	.	-5
42	7	5	-2	2	1
43	-7	2	.	-3	-2
44	-8	4	-1	1	-8
45	-3	-12	-10	.	2
46	60	19	-11	0	-5
47	-7	-13	.	7	-10
48	-2	-6	-3	-2	-13

# Pulled by structure from above, 6 records:
no.	mol	V-ATPase pH	MITF act	CDK5 inh	HTR5A ag	PvdQ inh
5	COc1ccc(N(C)C(=S)Nc2ccc3nc(C)c(C)nc3c2)cc1	-2	3	0.1	1	0
36	COCCN1Cc2cc3cc(C)ccc3nc2SC1=Nc1cccc(OC)c1	-1	8	-0.2	1	13
29	O=C(CSc1nnc(NC(=O)c2ccco2)s1)NC1CCCC1	4	.	-1.3	-3	8
40	COc1ccc(OCc2nn[nH]n2)cc1	-3	.	-0.1	2	-6
43	CC(/C=N/NC(=O)Cc1cccs1)=C\c1ccccc1	1	124*	1.3	0	-6
1	CC(C)Nc1nc(-c2ccccc2)nnc1-c1ccccc1	-2	-15	1.0	-2	-16

no.	SR-BI DiI inh	HTR5A inv ctr	Wnt act	NSD2 HMT inh	dFosB activator
5	10	-3	-1	3	-10
36	11	-2	-2	2	-7
29	-20	-11	.	2	?
40	-10	-7	9	-1	3
43	-7	2	.	-3	-2
1	43	-15	0	-2	-9

# Additional structures follow.
no.	mol	V-ATPase pH	MITF act	CDK5 inh	HTR5A ag	PvdQ inh
49	O=C(Cc1cccc(NC(=O)C2CCN(S(=O)(=O)c3cccc([N+](=O)[O-])c3)CC2)c1)Nc1cccc(C(=O)N2CCCCC2)c1	2	6	1.9	0	11
50	Cc1cc(NC(=O)CSc2ncc(C(F)(F)F)cc2Cl)no1	-2	13	1.5	0	4
51	CCOC(=O)C1=C(C)NC(c2cccs2)C(=O)N1 (stereo not given)	4	9	-0.2	1	-8
52	Cc1ccccc1CNCCCSc1ncccn1	-5	3	0.3	0	-24
53	CC(C#N)Sc1nnc(-c2ccccc2F)n1C1CC1 (stereo not given)	1	-7	-0.2	2	-10
54	Cc1ccc(CNC(=O)NC2CCCCC2)cc1	0	30	.	5	0
55	CCn1c(CN2CCN(c3ccc(OC)cc3)CC2)nc2cc(S(=O)(=O)N(C)C)ccc21	-4	-19	-0.8	2	3

no.	SR-BI DiI inh	HTR5A inv ctr	Wnt act	NSD2 HMT inh	dFosB activator
49	10	1	-2	.	-4
50	-4	1	5	-1	2
51	-5	-16	.	12	-2
52	-22	2	0	4	3
53	.	-4	3	-10	-2
54	-8	4	.	-7	-2
55	6	1	-2	9	-12
